Bioassay records (PubChem)
Prostate diff: activators of LNCaP prostate cell differentiation; flow cytometry side scatter, 4 d; side scatter shift, % at 10 µM; 0.56% of 24,000 active; AID 795;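 active = side scatter shift above 30%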;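 also: androgen-responsive LNCaP prostate cancer cells in charcoal-stripped serum medium; percent of cells past a gate set so DMSO wells show 10% shift; higher shift means more granular cells and more differentiation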
VLA-4 agonist: allosterically activates the human VLA-4 integrin; activation, % at 10 µM (by protocol); 24,000 tested, under 10 active; Jurkat cells, LDV-FITC binding, flow cytometry; P13612;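 active = fluorescent ligand binding to cells raised by more than 40% of the manganese-induced maximum; inconclusive = compound's own fluorescence above 85% of the ligand control signal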;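 also: 0% = ligand binding without compound and 100% = manganese-stimulated maximal binding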
Target sequence (P13612 whole entry, looked up): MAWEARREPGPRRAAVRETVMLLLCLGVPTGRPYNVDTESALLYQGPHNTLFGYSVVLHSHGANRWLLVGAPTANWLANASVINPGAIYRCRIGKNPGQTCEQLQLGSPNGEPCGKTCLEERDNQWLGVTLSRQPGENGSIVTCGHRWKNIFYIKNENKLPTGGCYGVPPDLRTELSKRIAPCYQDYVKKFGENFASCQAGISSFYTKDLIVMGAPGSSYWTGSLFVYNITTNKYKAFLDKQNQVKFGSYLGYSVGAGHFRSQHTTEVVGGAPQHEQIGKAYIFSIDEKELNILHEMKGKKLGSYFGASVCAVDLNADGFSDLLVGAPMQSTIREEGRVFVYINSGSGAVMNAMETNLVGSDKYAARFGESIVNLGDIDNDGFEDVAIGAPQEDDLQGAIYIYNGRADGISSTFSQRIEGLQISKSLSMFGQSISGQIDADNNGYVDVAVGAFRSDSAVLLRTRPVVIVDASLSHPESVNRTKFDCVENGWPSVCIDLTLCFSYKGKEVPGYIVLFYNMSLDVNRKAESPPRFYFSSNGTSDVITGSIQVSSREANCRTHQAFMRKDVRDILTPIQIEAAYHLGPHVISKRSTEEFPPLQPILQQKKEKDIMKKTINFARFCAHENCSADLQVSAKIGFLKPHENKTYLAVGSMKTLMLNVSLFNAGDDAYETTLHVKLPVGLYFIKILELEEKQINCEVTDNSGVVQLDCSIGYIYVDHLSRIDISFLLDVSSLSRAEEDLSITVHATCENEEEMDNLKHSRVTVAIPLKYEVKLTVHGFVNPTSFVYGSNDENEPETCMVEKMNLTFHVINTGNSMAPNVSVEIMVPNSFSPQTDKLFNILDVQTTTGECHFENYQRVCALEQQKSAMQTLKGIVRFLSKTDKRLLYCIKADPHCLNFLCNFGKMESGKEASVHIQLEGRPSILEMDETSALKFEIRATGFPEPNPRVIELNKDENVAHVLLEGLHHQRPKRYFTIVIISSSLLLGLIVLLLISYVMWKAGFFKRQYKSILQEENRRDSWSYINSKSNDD
Autofluor Jurkat: counter-screen for VLA-4 integrin: compound autofluorescence in Jurkat cells; flow cytometry; hits give high values; 1 = vehicle-only cell background; fluorescence ratio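 (tested at 10 µM compound in the well)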; 0.61% of 24,000 active;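 active = fluorescence ratio above 2.44, which is 1 plus 3 SD of all ratios; inconclusive = signal too bright to measure linearly, ratio around 10 or more; inactive = fluorescence ratio below 2.44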;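 also: green fluorescence of cells measured with 488 nm excitation and 530 nm emission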
VLA-4 antagonist: blocks LDV-FITC ligand binding to Mn2+-activated human VLA-4 integrin. Jurkat cells, LDV-FITC binding with Mn2+, flow cytometry; 100% = Mn2+-driven binding gain fully reversed. inhibition, % at 10 µM (by protocol). 0.2% of 24,000 active;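 active = inhibition above 50%; inconclusive = compound itself fluorescent, judged against control cell fluorescence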;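 also: 0% = Mn2+ stimulated cells lacking compound and 100% = ligand binding without Mn2+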
An asterisk follows results filed as active; ? = inconclusive; · = not tested or not shown. Not all compounds are listed (hit frequency here may not be typical).

SMILES	Prostate diff	VLA-4 agonist	Autofluor Jurkat	VLA-4 antagonist
CC1=C(C(N)=O)C(c2ccccn2)n2nc(-c3ccccc3Cl)nc2N1 (stereo unspecified)	6.0	2.0	1.05	-7.0
O=c1c2cccnc2[nH]c(=S)n1CCC1=CCCCC1	5.0	-10.0	1.1	-1.0
CCn1nnc(NC(=O)c2ccccc2Br)n1	6.0	3.5	1	-19.0
Cn1c(NCc2cccc(Br)c2)nc2ccccc21	4.0	-7.0	1.01	1.5
CC1CCN(S(=O)(=O)c2ccc3c(c2)oc(=O)n3CC(=O)N2c3ccccc3CC2C)CC1 (stereo unspecified)	8.0	-2.0	1.21	-12.0
Cc1sc2nc(SCC(=O)NCc3ccco3)n(CCc3ccccc3)c(=O)c2c1C	8.0	-4.0	1.01	-15.0
COC(=O)CC1SCCNC1=O (stereo unspecified)	13.0	9.0	1	-4.0
O=c1c2cc(Cl)ccc2nc2ccc(N3CCCC3)nn12	5.0	-4.0	1.08	-7.0
COc1ccccc1S(=O)(=O)Cc1ccc(C(=O)NCc2cccnc2)o1	9.0	-3.0	1.01	1.0
CC(=O)c1cccc(NC(=O)C2CCN(S(=O)(=O)c3c(C)n[nH]c3C)CC2)c1	2.0	3.0	1	-15.0
Cc1cc(NC(=O)CSc2nnc(C3CC3)n2C)no1	·	?	1.03	?
N#CC1=C2SCN(Cc3ccccc3)CN2C(=O)CC1c1cccs1 (stereo unspecified)	3.0	-1.0	0.94	-9.0
O=C(Cn1c(NCCCO)nc2ccccc21)c1cccs1	11.0	0.0	1.04	-11.0
COC(=O)c1ccccc1CCC(C)=O	12.0	7.0	1.01	-14.0
CSc1nnc(-c2nnc(SC)n2-c2ccccc2)n1-c1ccccc1	11.0	-5.5	1.05	-6.0
COC(=O)c1ccccc1NC(=O)CS(=O)(=O)Cc1nc(-c2ccc(C)cc2)oc1C	16.0	?	0.97	?
COc1ccc2nc3oc(C(=O)N4CCN(c5cccc(C(F)(F)F)c5)CC4)cc3cc2c1	6.0	?	1.17	?
COc1cccc(CNC(=O)C2CCN(S(=O)(=O)c3c(C)nn(C)c3C)CC2)c1	15.0	1.0	1.03	-7.0
Cc1cc(NC(=O)CSc2nnc(C)c(=O)[nH]2)no1	7.0	-9.0	0.95	2.0
O=C(C1CCCN(S(=O)(=O)c2cccc3nsnc23)C1)N1CCc2ccccc2C1 (stereo unspecified)	8.0	?	1.32	?
CCC(=O)N1CCc2cc(S(=O)(=O)CCC(=O)Nc3nc(C)cs3)ccc21	10.0	0.3	1	-7.7
O=C(NCCCN1CCCC1)c1ccc(CS(=O)(=O)c2ccc(Br)cc2)o1	1.0	2.0	1.05	-20.0
CCCCC(=O)Nc1ccc2c3c(cccc13)C(=O)N2CC	15.0	9.0	0.98	5.0
N#CC1=C(N)S[C@H](C(=O)C23CC4CC(CC(C4)C2)C3)[C@H]1c1ccncc1	23.0	5.5	0.98	-10.5
COc1ccc2nc(NC(=O)C3CCN(S(=O)(=O)c4cccc5nsnc45)CC3)sc2c1	8.0	-3.0	1.13	20.0

In the list so far, these contain a cyano group.
SMILES	Prostate diff	VLA-4 agonist	Autofluor Jurkat	VLA-4 antagonist
N#CC1=C2SCN(Cc3ccccc3)CN2C(=O)CC1c1cccs1 (stereo unspecified)	3.0	-1.0	0.94	-9.0
N#CC1=C(N)S[C@H](C(=O)C23CC4CC(CC(C4)C2)C3)[C@H]1c1ccncc1	23.0	5.5	0.98	-10.5

Returning to the listing; the five compounds before the break are reprinted first.
SMILES	Prostate diff	VLA-4 agonist	Autofluor Jurkat	VLA-4 antagonist
CCC(=O)N1CCc2cc(S(=O)(=O)CCC(=O)Nc3nc(C)cs3)ccc21	10.0	0.3	1	-7.7
O=C(NCCCN1CCCC1)c1ccc(CS(=O)(=O)c2ccc(Br)cc2)o1	1.0	2.0	1.05	-20.0
CCCCC(=O)Nc1ccc2c3c(cccc13)C(=O)N2CC	15.0	9.0	0.98	5.0
N#CC1=C(N)S[C@H](C(=O)C23CC4CC(CC(C4)C2)C3)[C@H]1c1ccncc1	23.0	5.5	0.98	-10.5
COc1ccc2nc(NC(=O)C3CCN(S(=O)(=O)c4cccc5nsnc45)CC3)sc2c1	8.0	-3.0	1.13	20.0
O=C(N1CCOCC1)N1CCN(c2ccccc2F)CC1	12.0	2.0	1.05	4.0
O=C(CCn1cccc1)Nc1ccccc1F	5.0	5.0	1.01	20.0
CC(O)CN1C(=O)C(CC(=O)Nc2ccc(Cl)cc2)SC1=Nc1ccccc1 (stereo unspecified)	5.0	5.0	0.99	-1.0
CCOC(=O)C1CCCN(C(=O)c2cc3c(=O)n(C)c4ccccc4c3n2C)C1 (stereo unspecified)	11.0	-5.0	1.24	-7.0
Cc1c(OCC(F)(F)F)ccnc1CS(=O)c1nc2ccccc2[nH]1 (stereo unspecified)	4.0	3.0	1.12	-15.0
CC(=O)c1c(C)[nH]c(C(=O)Nc2cc(C)ccc2C)c1C	2.0	-4.0	1.1	9.0
COc1cc(-c2nc(Cc3ccccc3Cl)no2)cc(OC)c1OC	15.0	13.0	0.78	5.0
COCCN1CN(S(=O)(=O)c2ccccc2)c2nc3ccccc3nc21	19.0	-0.5	1.12	-12.5
Cc1cccc(N(C)S(=O)(=O)c2cccc3nsnc23)c1	5.0	3.0	0.96	-1.0
O=C(NC1CCCC1)C1CC1c1ccccc1 (stereo unspecified)	5.0	-3.5	1.06	-4.5
O=C1Nc2ccccc2C(O)(C(=O)NCc2ccco2)N1c1ccccc1 (stereo unspecified)	3.0	0.0	1.13	-8.0
O=C(Cc1coc(-c2ccc(F)cc2)n1)N1CCOCC1	30.0*	-8.0	1.06	13.0
CCOc1ccc(OCC)c(NC(=O)C(NS(=O)(=O)c2ccc3c(c2)oc(=O)n3C)C(C)C)c1 (stereo unspecified)	6.0	-2.0	1.02	3.0
Cc1cc(C)c2c(n1)nn1c(N3CCN(c4ccccc4C)CC3)cc(C)nc21	13.0	-9.5	1.27	28.0
CCOc1ccc(C2CC(c3ccc(F)cc3)n3ncnc3N2)cc1 (stereo unspecified)	10.0	-1.0	0.9	-7.0
Cc1nn(CC(O)Cn2c3c(c4ccccc42)CCN(C)C3=O)c(C)c1Br (stereo unspecified)	6.0	-6.5	1.02	-16.0
O=C(CSc1nnc(Cc2ccccc2)n1-c1cccc(Cl)c1)N1CCOCC1	14.0	3.0	1.03	-1.5
CCCCCOC(=O)c1[nH]c2c(c1C)C(=O)CC(c1ccco1)C2 (stereo unspecified)	20.0	7.0	0.96	5.0
COc1ccc(CN(Cc2nc3ccccc3c(=O)[nH]2)C(=O)NC2CCCCC2)cc1	3.0	2.5	0.97	-4.5
O=C(c1cc2c(=O)oc3ccccc3c2s1)N1CCN(c2ncccn2)CC1	8.0	?	1.06	?
CCn1c(=O)cc(SCC(=O)N2CCN(c3ccccc3OC)CC2)c2ccccc21	7.0	3.0	1.12	6.0
Cc1ccc(C(=O)NC2CCCCCC2)cc1N1CCCC1=O	14.0	2.0	1.06	-23.5
NS(=O)(=O)c1ccc(NC(=O)N[C@@H](Cc2ccccc2)C(=O)O)cc1	13.0	-3.0	0.97	-3.0
O=C(Cn1nc(-c2ccccc2)ccc1=O)NCc1ccc2c(c1)OCO2	13.0	?	1.23	?
COc1ccc2[nH]c(=O)c(CN(CC3CCCO3)C(=O)Nc3ccc(F)cc3)cc2c1 (stereo unspecified)	14.0	?	1.06	?
(cont.)
SMILES	Prostate diff	VLA-4 agonist	Autofluor Jurkat	VLA-4 antagonist
CCOc1ccc(-n2ccnc2SCC(=O)Nc2nnc(C)s2)cc1	3.0	?	0.96	20.0
CCN(CC)S(=O)(=O)c1ccc(NC2c3ccccc3C(=O)N2CCN2CCOCC2)cc1 (stereo unspecified)	4.0	-4.3	1.05	6.0
CCN(CC)C(=O)c1ccc(CS(=O)(=O)c2ccc(OC)cc2)o1	8.0	-1.7	1.04	0.0
COc1ccc(C(c2nnnn2C2CCCC2)N2CCC(C)CC2)c(OC)c1 (stereo unspecified)	7.0	1.0	1.07	-5.5
CCOc1ccc2nc(SCC#N)c(C#N)cc2c1	15.0	-1.5	1.03	-7.5
O=C(CCCCCN1C(=O)CCC1=O)NCc1ccccc1	7.0	3.0	1.17	-10.0
O=C(Nn1nnnc1Nc1ccccc1)C12CC3CC(CC(C3)C1)C2	6.0	0.0	1.05	12.0
CC(C)C1C2=C(CC(C)(C)CC2=O)ON1c1ccccc1 (stereo unspecified)	26.0	-3.0	1	-1.5
CCCCCn1c(CN2CCCCC2C)nc2c1c(=O)n(C)c(=O)n2C (stereo unspecified)	6.0	-4.0	1.07	-5.0
Cc1cc2cc(CCNC(=O)C(C)C)c(=O)[nH]c2cc1C	13.0	-3.0	1.05	-5.0
O=C(C1CCCN(S(=O)(=O)c2cccs2)C1)N1CCc2ccccc2C1 (stereo unspecified)	11.0	-6.5	1.04	3.0
CC(C)OCCCNS(=O)(=O)c1ccc2c(c1)oc(=O)n2C	8.0	?	2.06	?
Cc1ccc(-c2nn(C)c(=O)c3ccccc23)cc1S(=O)(=O)NCCN1CCOCC1	10.0	-1.5	1.06	-1.0
CCNS(=O)(=O)c1ccc(S(=O)(=O)N(Cc2ccccn2)C2CCCCC2)cc1	4.0	-1.0	1.02	5.5
CCn1ncc(C2=NOC(C(=O)Nc3c(C)nn(Cc4ccc(F)cc4)c3C)C2)c1C (stereo unspecified)	3.0	?	0.8	?
OCCNc1cc(-n2nc(-c3ccccc3)cc2-c2ccccc2)ncn1	9.0	4.0	1.05	-21.5
COc1ccc(OC)c(Nc2cc(-c3ccccc3)nc(N)n2)c1	22.0	1.0	0.99	15.5
CCCCN(C)Cc1c(O)ccc2c(-c3ccccc3)cc(=O)oc12	11.0	4.5	1.05	-29.0
CCOC(=O)c1sc(NC(=O)c2c(C)nn(Cc3ccccc3)c2C)cc1C	1.0	-4.0	1.04	5.0
COc1ccccc1-c1cc(C(=O)NC(C)c2ccccc2)no1 (stereo unspecified)	8.0	-3.0	1.03	40.0
c1ccc(-c2nn3nnnc3c3ccccc23)cc1	8.0	0.0	1.09	1.0
O=C(C1CCN(S(=O)(=O)c2cccc3nsnc23)CC1)N1CCc2ccccc21	14.0	4.0	1.03	-5.0
O=C(NCC1CCCO1)NC1(C(F)(F)F)Oc2ccccc2O1 (stereo unspecified)	9.0	-4.0	1.06	8.0
O=C(c1ncn[nH]1)N1CCN(c2nc(-c3ccccc3)cs2)CC1	3.0	3.5	1.04	-11.5
Cn1c(=O)[nH]c(=O)c2c1nc(CN1CCN(c3ccc(F)cc3)CC1)n2CCN1CCOCC1	4.0	5.0	1.07	-9.0

Some of these compounds in order of their number in Prostate diff, lowest first:
mol	Prostate diff
CCOC(=O)c1sc(NC(=O)c2c(C)nn(Cc3ccccc3)c2C)cc1C	1.0
O=C(CCCCCN1C(=O)CCC1=O)NCc1ccccc1	7.0
CCOc1ccc2nc(SCC#N)c(C#N)cc2c1	15.0

(more compounds)
SMILES	Prostate diff	VLA-4 agonist	Autofluor Jurkat	VLA-4 antagonist
COc1cc(CO)cc(Br)c1OCC(=O)O	7.0	3.0	1.03	-10.0
O=C(CSc1nc2c(cnn2-c2ccc(F)cc2)c(=O)[nH]1)N1CCCc2ccccc21	3.0	2.0	1.02	-1.0
CCOC(=O)CSc1nc2ccccc2c(=O)n1CCN1CCOCC1	10.0	1.0	1.04	-3.0
CCOC(=O)C1CCCN(c2c(NCCc3ccc(S(N)(=O)=O)cc3)c(=O)c2=O)C1 (stereo unspecified)	1.0	?	1.15	?
CCN(CC)c1ccc(NC(=O)CSc2nc(C)cc(=O)[nH]2)cc1	4.0	5.0	1.13	-20.0
CCOC(=O)N1CCN(CC(=O)Nc2cc(C)nn2-c2nc3ccccc3s2)CC1	28.0	-5.0	1.01	3.0
C/C(Cl)=C/Cn1c(SCc2ccc(Cl)cc2)nc2c1c(=O)[nH]c(=O)n2C	8.0	6.5	1.03	-9.0
Cc1cc(=O)oc2cc(NC(=O)CCCC(=O)O)ccc12	7.0	3.0	0.99	-3.0
C=CCn1c(SCC(=O)Nc2ccc(C(=O)OC(C)C)cc2)nnc1-c1cccs1	14.0	-4.0	1.01	27.0
CC(C)CCNC(=O)[C@H](CC(C)C)NC(=O)[C@H]1O[C@@H]1C(=O)O	3.0	2.5	1.04	-16.0
Cc1ccc(S(=O)(=O)NCCSc2nnnn2-c2ccc(C(N)=O)cc2)cc1	3.0	2.0	1.06	-15.5
COC(=O)c1cn(NC(=O)c2ccncc2)c(=O)c2ccccc12	3.0	0.0	1.07	-1.0
COc1ccc(N2CCN(Cc3nc(-c4ccc(Cl)cc4Cl)no3)CC2)cc1	3.0	-3.5	0.97	-14.0
CCN(CCCNC(=O)CCn1c(=O)[nH]c2ccccc2c1=O)c1ccccc1	8.0	1.0	0.99	-8.0
COC(=O)c1ccccc1NC(=O)Nc1cc(C)cc(C)n1	13.0	-1.0	1.04	-11.0
O=C(c1csc2c1CCCC2)N1CCN(c2ccccc2)CC1	8.0	-7.0	1.08	14.0
CC(NC(=O)C1CCCN(S(=O)(=O)c2cnc[nH]2)C1)c1ccccc1 (stereo unspecified)	12.0	-2.0	1.03	4.0
Clc1cccc(Nc2c3c(nc4ncnn24)CCC3)c1	4.0	-1.5	1.05	-10.0
Cn1c(=O)cc(OCC(=O)Nc2ccccn2)c2ccccc21	1.0	8.0	1	0.0
CCC(C)NC(=O)CN(c1ccc2c(c1)OCO2)S(=O)(=O)c1c(C)n[nH]c1C (stereo unspecified)	10.0	0.0	1.09	-1.0
